TRHR ag: activates the human TRH receptor | activation, % at 2 µM | 0.18% of 360,000 active | TRHR cells, calcium flux fluo-8, FDSS agonist mode | P34981; in the data active = activation above about 30%; note: 0% is about no effect
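TRHR-expressing cells, plated overnight in medium with 10% serum, were loaded with fluo-8 calcium dye at room temperature. After a 10 s baseline, library compound was pin-added and calcium release was recorded kinetically (ex 480/em 530) as agonist response.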
D2 antagonist: D2 dopamine receptor (human) antagonism. P14416. HEK293 TREx D2 cells, calcium flux, dopamine EC80. inhibition, % at 10 µM. 2% of 340,000 active. AID 485344; in the data active = inhibition above about 30%; note: 0% is about no effect
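Cells plated overnight at 30 C with tetracycline; no-wash calcium dye, 30–90 min RT; 10 s baseline; compound pinned; 180 s read; EC80 dopamine added; another 180 s read.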
USP1 inh: inhibitors of human USP1/UAF1 deubiquitinase; O94782; recombinant USP1/UAF1, Ub-Rhodamine cleavage fluorescence; Potency, µM (top dose mostly 57.1 µM), for inactives: at the top dose activity change, negative = inhibition, actives largely listed as inhibitors; 0.23% of 390,000 active; AID 743255; note: potency is the fitted concentration of half-maximal effect; % is set by controls: 0 for no effect and ±100 for the full control effect; nearly all actives have a fitted effect of over 60% in size; inactives centre near -12
Target sequence (O94782 whole entry, looked up): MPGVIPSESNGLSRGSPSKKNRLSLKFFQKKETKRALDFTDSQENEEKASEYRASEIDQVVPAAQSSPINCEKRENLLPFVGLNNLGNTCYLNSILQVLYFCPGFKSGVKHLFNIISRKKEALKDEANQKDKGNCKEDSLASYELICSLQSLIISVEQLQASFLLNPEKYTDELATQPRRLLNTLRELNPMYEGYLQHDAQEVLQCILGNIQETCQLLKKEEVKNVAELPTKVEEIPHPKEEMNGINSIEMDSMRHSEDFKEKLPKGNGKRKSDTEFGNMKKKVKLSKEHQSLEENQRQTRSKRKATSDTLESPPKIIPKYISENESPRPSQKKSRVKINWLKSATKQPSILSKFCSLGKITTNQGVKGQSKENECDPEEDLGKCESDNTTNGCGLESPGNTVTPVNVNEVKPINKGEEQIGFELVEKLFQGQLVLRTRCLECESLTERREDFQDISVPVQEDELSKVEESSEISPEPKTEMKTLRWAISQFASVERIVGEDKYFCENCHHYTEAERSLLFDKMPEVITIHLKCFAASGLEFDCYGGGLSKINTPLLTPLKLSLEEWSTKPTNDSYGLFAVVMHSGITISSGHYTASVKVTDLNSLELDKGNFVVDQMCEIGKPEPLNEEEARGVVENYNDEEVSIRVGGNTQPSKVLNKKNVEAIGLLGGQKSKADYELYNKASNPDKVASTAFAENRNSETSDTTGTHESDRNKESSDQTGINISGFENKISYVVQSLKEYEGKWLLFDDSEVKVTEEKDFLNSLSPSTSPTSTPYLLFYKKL
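USP1/UAF1 complex (1 nM) preincubated 15 min at room temperature with compound, then Ub-Rho substrate (150 nM final) added. Kinetic fluorescence at 480/540 nm over 6 reads at 60 s intervals; 50 mM HEPES pH 7.8, 0.5 mM EDTA, 0.1 mg/ml BSA, 1 mM TCEP, 0.01% Tween-20.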
PI4K2A block: inhibitors of human PI4K2A | Q9BTU6 | 0.13% of 420,000 active | AID 1346378 | activity change, negative = inhibition, % at 76.9 µM | purified PI4K2A, ADP-Glo luminescence, 1 h; hits give low values; in the data active = activity change below about -50%; inconclusive = mostly about -30% to -49%;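 note: -100% = wells without enzyme as full effect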
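ADP-Glo luminescence measured ADP generated by PI4K2A enzyme (4 ug/mL before mixing) with 1.2 mM PI substrate (pre-mix) and 300 microM ATP (pre-mix). Tris pH7.5 buffer with MgCl2, Triton X-100; 1 h reaction at ambient temperature.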
D2 agonist: agonists of human D2 dopamine receptor; P14416; activation, % at 2 µM; HEK293 T-REx D2 cells, calcium flux agonist mode; AID 485358; 0.53% of 340,000 active;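 active = activation over 3 SD above normal in the single-dose calcium agonist read, cut at about 30% in these data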; note: 0% is about no effect
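Tetracycline-induced HEK293 Trex cells with D2 receptor force-coupled to calcium signaling, plated overnight at 30 C and loaded with no-wash calcium dye. Calcium flux read kinetically for 180 s after compound addition; responses flag agonists.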
TRHR enhancer: allosteric enhancers of human TRH receptor; 0.66% of 360,000 active; enhancement, % at 2 µM; AID 493056; TRHR cells, fluo-8 calcium fluorescence, EC20 TRH enhancement; in the data active = enhancement above about 30%; note: 0% is about no effect
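TRHR-expressing cells loaded with fluo-8 calcium dye were read kinetically (ex 480/em 530) during compound addition, then stimulated with an EC20 of TRH (10 nM final). Enhancement of the Gq-mediated intracellular calcium response was scored.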
IDH1 R132H inh: human IDH1 R132H inhibition. IDH1-R132H enzyme, NADPH consumption, diaphorase/resazurin fluorescence. 0.093% of 390,000 active. O75874. Potency, µM (top dose mostly 76.6 µM), for inactives: top-dose activity change, negative = inhibition, usual class: inhibitors. AID 602179; note: potency is the fitted concentration of half-maximal effect; % is set by controls: 0 for no effect and ±100 for the full control effect; nearly all actives have a fitted effect of over 65% in size
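IDH1-R132H (0.5 ug/mL) preincubated 30 min with compound, then NADPH (0.016 mM) and alpha-KG (2 mM) added; 80 min at RT, pH 7.5. Remaining NADPH coupled via diaphorase/resazurin to fluorescence (540/590 nm); concentration-response curves normalized to no-enzyme control.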
TrxR1 substrate: rat thioredoxin reductase 1 substrate activity | O89049 | purified TrxR1 substrate turnover, NADPH consumption readout | Potency, µM (highest dose often 114 µM), for the others: at the highest dose activity change, negative = substrate turnover | 0.01% of 390,000 active | AID 588456; note: potency is the fitted concentration of half-maximal effect; % is set by controls: 0 for no effect and ±100 for the full control effect; nearly all actives have a fitted effect of over 50% in size
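Rat TrxR1, dispensed at 90 nM, was prereduced with 400 uM NADPH (final) for 5 min at ~22 deg C, then incubated with compound 15 min before 400 uM selenite. A first-read NADPH fluorescence drop versus no-compound background flagged substrates.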
TrxR1 inh: inhibitors of rat thioredoxin reductase 1 | O89049 | recombinant rTrxR1, NADPH fluorescence consumption, selenite substrate | Potency, µM (top dose mostly 114 µM), for inactives: at the highest dose activity change, negative = inhibition, actives largely listed as inhibitors | 1% of 390,000 active; note: potency is the fitted concentration of half-maximal effect; % is set by controls: 0 for no effect and ±100 for the full control effect; nearly all actives have a fitted effect of over 65% in size
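Rat TrxR1 (90 nM in the dispensed reagent) was pre-reduced with 400 uM NADPH for 5 min at room temperature, then incubated with compound for 15 min. After 400 uM selenite was added, NADPH fluorescence (Ex 340/Em 450 nm) was followed for 8 min.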
An asterisk follows results filed as active; ? = inconclusive; · = no result given; [ ] = another dose, or the depositor's remark. Unless noted, calls come from the whole dose curve; as a rule, active = well fitted inhibition curve with a large enough effect; inconclusive = small, poorly fitted or top-dose-only effect; inactive = no such curve, though single readings can be large or run the other way.

entry	canonical_smiles	TRHR ag	D2 antagonist	USP1 inh	PI4K2A block	D2 agonist	TRHR enhancer	IDH1 R132H inh	TrxR1 substrate	TrxR1 inh
1	Cc1cc(C)n(/C(=C\N(C)C)C(=O)c2cccc([N+](=O)[O-])c2)n1	0.0	-3.0	-11.5%	0.4	0.4	-5.8	6.4%	-5.2%	-1.3%[2.29 µM]
2	c1ccc2c(-c3ccncc3)c[nH]c2c1	0.0	·	-12.1%	-1.5	·	-8.7	-1.4%	-8.3%	-2.0%
3	CCOC(=O)/C=C1\SCC(=O)N1CC(O)CN1C(=O)CS/C1=C/C(=O)OCC (stereo unspecified)	·	·	4.7%	-4.0	·	·	-0.1%	-2.9%	-1.0%
4	CS/C(N)=N/N=C/c1ccc2c(c1)OCO2	-0.4	4.2	9.8%	-14.0	-0.1	-4.3	5.0%	0.3%[57.1 µM]	-11.6%[57.1 µM]
5	Cc1ccsc1C(=O)NC(C)c1ccc2c(c1)OCO2 (stereo unspecified)	-0.2	4.0	-19.4%	-0.2	0.3	-2.1	-2.2%	0.1%	6.5%
6	CCCNC(=O)N1CCN(C(=O)NCCC)CC1	0.2	15.0	-8.2%	5.1	0.5	7.3	1.5%	-1.5%	-5.7%
7	CC(C)CNC(=O)c1cc(-c2ccc3c(c2)OCO3)on1	0.5	-12.2	-10.9%	0.1	-0.6	4.9	4.9%	-10.5%	-9.0%
8	CCCOc1ccc(N2C(=O)CC(NCc3ccc(S(N)(=O)=O)cc3)C2=O)cc1 (stereo unspecified)	-0.1	12.6	-13.9%	2.1	0.0	19.6	4.9%	11.6%[57.1 µM]	17.2%[11.4 µM]
9	CCOc1cc(NC(=O)C2CCCCC2)c(OCC)cc1NC(=O)c1ccco1	0.5	-15.3	-16.4%	-1.1	0.2	-6.3	2.8%	9.3%	15.9%
10	N#C/C(=C\c1c(F)cccc1Cl)C(=O)NC1CC1	4.2	6.4	-13.1%	2.6	-0.8	-4.4	-3.8%	2.7%	?
11	O=C(Nc1cccnc1N1CCOCC1)c1ccco1	1.0	-1.2	1.2%	-4.5	1.2	-1.3	-3.7%	-0.2%	?
12	O=C(NNc1nc2c(F)cccc2s1)C1=COCCO1	-0.4	10.3	-15.1%	3.6	1.2	-5.4	1.4%	-6.1%	-1.3%[57.1 µM]
13	CCOC(=O)C1=C(COC(=O)c2ncc(Cl)c(Cl)c2Cl)NC(=O)NC1C (stereo unspecified)	0.3	-6.7	-22.3%	-8.7	0.3	-4.5	-0.2%	3.3%	-17.3%
14	Cc1cccc(Oc2sc(C(=O)c3ccccc3)c(N)c2C#N)c1	1.0	10.9	-9.1%	5.5	0.5	3.9	-8.4%	-5.8%	11.6%[57.1 µM]
15	Cc1cc(NC(=O)COc2cccc(Oc3ccccc3)c2)no1	-2.0	7.8	-2.4%	-16.2	0.4	-0.6	4.0%	21.4%	34.0%
16	CCN(CC)C(=O)c1nc[nH]c1C(=O)O[C@@H](C)c1ccccc1	·	·	-18.3%	-3.3	·	·	-8.0%	-6.4%	15.2%[57.1 µM]
17	COc1cc2ccccc2cc1C(=O)N(CCN(C)C)c1nc2ccc(C)cc2s1	0.2	18.0	-18.0%	-1.5	0.0	-1.4	1.2%	-8.0%	5.3%
18	COC(=O)CC(c1ccc(C(C)C)cc1)n1cccc1 (stereo unspecified)	0.1	-6.2	-23.1%	3.4	0.2	-4.2	-12.6%	-8.1%	-10.6%
19	CCC(C)NC(=O)C1CC(c2ccc(OC)cc2)=NO1 (stereo unspecified)	0.1	11.7	-8.1%	-0.2	-0.2	2.5	0.0%	5.6%	11.2%
20	CC(Sc1nc(-c2ccccc2)cc(C(F)(F)F)n1)C(=O)Nc1ccc2c(c1)OCO2 (stereo unspecified)	-0.7	-5.8	-1.9%	0.6	-0.9	-6.3	-3.3%	-8.1%	-27.2%
21	Cc1cc(C)cc(-n2c(C)nc3cc(C(=O)NCc4ccccc4Cl)ccc32)c1	-0.2	·	-20.3%	-1.4	0.3	5.1	14.4%	2.3%[57.1 µM]	7.9%[57.1 µM]
22	CC(C)(c1cc(Br)c(O)c(Br)c1)c1cc(Br)c(O)c(Br)c1	-1.1	-4.3	-21.6%	0.9	6.4	1.7	-8.5%	4.1%	1.5%
23	Cc1ccc(CNC(=O)C(OC(=O)c2cccs2)C(C)C)cc1 (stereo unspecified)	-0.5	-2.7	-2.5%	-2.4	-1.7	1.8	0.6%	-3.2%[57.1 µM]	1.8%[57.1 µM]
24	CN(Cc1ccccc1)S(=O)(=O)c1csc(C(N)=O)c1	-0.3	-28.3	-14.7%	-5.3	0.0	8.6	5.7%	0.7%	7.9%
25	O=C1C=CC(=O)N1Nc1ccc(Br)cc1	0.9	12.9	-13.8%	3.5	0.3	33.1*	5.6%	-19.3%[57.1 µM]	8.8%[57.1 µM]

Limited to TRHR ag and TrxR1 substrate, for five of the compounds above:
item | molecule | TRHR ag | TrxR1 substrate
20 | CC(Sc1nc(-c2ccccc2)cc(C(F)(F)F)n1)C(=O)Nc1ccc2c(c1)OCO2 (stereo unspecified) | -0.7 | -8.1%
8 | CCCOc1ccc(N2C(=O)CC(NCc3ccc(S(N)(=O)=O)cc3)C2=O)cc1 (stereo unspecified) | -0.1 | 11.6%[57.1 µM]
10 | N#C/C(=C\c1c(F)cccc1Cl)C(=O)NC1CC1 | 4.2 | 2.7%
23 | Cc1ccc(CNC(=O)C(OC(=O)c2cccs2)C(C)C)cc1 (stereo unspecified) | -0.5 | -3.2%[57.1 µM]
22 | CC(C)(c1cc(Br)c(O)c(Br)c1)c1cc(Br)c(O)c(Br)c1 | -1.1 | 4.1%

Shown as a hit in TRHR enhancer, of those listed so far:
no.	Molecule	TRHR ag	D2 antagonist	USP1 inh	PI4K2A block	TRHR enhancer	TrxR1 substrate	TrxR1 inh
25	O=C1C=CC(=O)N1Nc1ccc(Br)cc1	0.9	12.9	-13.8%	3.5	33.1*	-19.3%[57.1 µM]	8.8%[57.1 µM]

Entries by screen from the list.
Entries 8 to 13 in D2 antagonist read 12.6, -15.3, 6.4, -1.2, 10.3, -6.7

Next compounds.
entry	canonical_smiles	TRHR ag	D2 antagonist	USP1 inh	PI4K2A block	D2 agonist	TRHR enhancer	IDH1 R132H inh	TrxR1 substrate	TrxR1 inh
26	NC(=O)c1ccccc1N/C=C1\CCCCC1=O	0.1	-1.0	-21.5%	5.9	-0.3	-2.5	-3.1%	5.0%	8.7%
27	CCn1cc(C2=NOC(C(=O)Nc3c(C)nn(Cc4ccc(F)cc4)c3C)C2)c(C)n1 (stereo unspecified)	-0.3	14.5	-21.1%	0.4	0.3	-12.7	-5.4%	3.2%	30.4%
28	C[C@H](CO)N1C[C@H](C)[C@@H](CN(C)C(=O)Nc2ccc3c(c2)OCO3)Oc2ccc(NC(=O)Nc3ccc(C(F)(F)F)cc3)cc2C1=O	·	·	?	-4.3	·	·	-5.2%	4.7%[57.1 µM]	-0.9%[57.1 µM]
29	Cc1ccc(CN2CCN(c3ncccn3)CC2)c(C)c1	0.4	80.0*	-5.8%	6.3	71.3*	-1.6	14.8%	-2.2%	4.3%
30	CN(Cc1nccn1C)C(=O)CC1C(=O)NCCN1CC(c1ccccc1)c1ccccc1 (stereo unspecified)	0.2	-3.6	-21.4%	-12.7	0.4	5.1	4.7%	3.0%	-22.8%
31	C=CC[C@@H](CC(=O)N[C@H](CO)Cc1ccccc1)C(=O)N[C@H](COC(=O)[C@@H](CC=C)Cc1ccc(F)cc1)C(C)(C)C	·	·	?	-5.7	·	·	4.8%	-15.0%	2.4%
32	COC(=O)/C=C/c1c(C)[nH]c(=O)[nH]c1=O	0.0	-6.8	-17.1%	-2.2	·	-0.1	1.3%	-6.1%	-6.0%
33	O=C(NCCCn1ccnc1)c1ccc(Cl)cc1	0.1	11.6	-2.9%	-2.0	0.3	3.6	-3.8%	-9.5%	-15.4%
34	Cc1ccc(NC(=O)CSc2nnc(NC(=O)C3CC3)s2)cc1	-1.3	0.4	-7.7%	-2.0	-1.5	7.5	4.4%	-3.0%	-4.2%
35	O=C(CC(=O)Nc1cccc(F)c1)Nc1cccc(F)c1	0.7	-0.1	-3.2%	1.6	0.7	-2.8	3.3%	-3.2%[57.1 µM]	5.2%[57.1 µM]
36	Cc1ccc(N2C(=O)c3oc4cc(C)c(C)cc4c(=O)c3C2c2cccc(O)c2)nc1 (stereo unspecified)	0.3	·	-9.8%	1.2	0.2	2.2	-25.0%	1.3%	3.7%
37	CCc1ccc(N2CN(CCc3ccccc3)CNC2=S)cc1	-0.9	-1.4	-22.4%	-0.7	22.5	0.9	-3.7%	4.1%	21.8%
38	CCCCOc1nnc(-c2ccc(OCC)cc2)c2ccccc12	-0.3	·	0.0%	1.3	-0.3	2.2	-7.1%	2.0%	6.9%
39	COc1ccccc1CC(=O)NC(=O)c1ccccc1O	0.0	·	2.3%	4.2	·	9.2	-0.4%	5.6%[57.1 µM]	-13.3%[57.1 µM]
40	O=C(CCNS(=O)(=O)c1ccccc1)N1CCN(C(c2ccccc2)c2ccccc2)CC1	-0.4	-16.1	·	·	-1.5	1.4	·	·	·

Compound activity: PubChem BioAssay, National Center for Advancing Translational Sciences (NCATS)
